Screening results: PubChem BioAssay, National Center for Advancing Translational Sciences (NCATS)
KinaseGlo FLuc: Kinase-Glo luciferase inhibition (counter-screen); Kinase-Glo luciferase, ATP luminescence, 8 min; AID 1379; actives 0.28% (n = 200,000); Q27757; Potency, µM (top dose mostly 38.3 µM), for inactives: top-dose activity change, negative = inhibition, hits mostly inhibitors; further: potency means the concentration at half of the fitted maximal effect; on the % scale 0 is the no-effect control and ±100 the full control effect; nearly all actives have a fitted effect of over 60% in size
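Compounds were added to a substrate mix at pH 7.2 (50 mM imidazole, 10 uM ATP, within the enzyme's linear range), followed by Kinase-Glo detection reagent; luminescence was measured after 8 minutes at ambient temperature.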
CBFb-RUNX1 inh: CBF-beta/RUNX1 interaction disruption; AlphaScreen CBFb-His/RUNX1-biotin binding, biochemical; Q01196+Q13951; Potency, µM (doses to about 59.8 µM), inactives show top-dose activity, negative = inhibition, usual class: inhibitors; 230,000 tested, under 10 active; further: % of control where 0% means no effect
Target sequence (Q01196 whole entry, looked up): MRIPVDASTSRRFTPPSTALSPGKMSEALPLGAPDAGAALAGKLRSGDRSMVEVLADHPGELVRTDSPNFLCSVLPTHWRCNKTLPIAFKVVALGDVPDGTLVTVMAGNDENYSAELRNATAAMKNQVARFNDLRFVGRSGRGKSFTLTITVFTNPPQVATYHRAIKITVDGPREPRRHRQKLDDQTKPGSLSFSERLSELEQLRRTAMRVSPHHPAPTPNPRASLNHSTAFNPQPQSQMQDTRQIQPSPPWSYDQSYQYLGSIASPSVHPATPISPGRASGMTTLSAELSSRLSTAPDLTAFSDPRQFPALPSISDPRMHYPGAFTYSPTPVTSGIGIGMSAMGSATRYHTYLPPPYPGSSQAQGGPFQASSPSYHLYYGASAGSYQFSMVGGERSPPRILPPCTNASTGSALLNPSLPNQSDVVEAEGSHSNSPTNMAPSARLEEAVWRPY
Target sequence (Q13951 whole entry, looked up): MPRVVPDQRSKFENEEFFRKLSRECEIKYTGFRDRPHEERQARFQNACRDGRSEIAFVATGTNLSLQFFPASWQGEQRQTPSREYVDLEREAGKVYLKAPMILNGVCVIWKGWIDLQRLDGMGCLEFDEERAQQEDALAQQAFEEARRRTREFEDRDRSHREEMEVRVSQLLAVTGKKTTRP
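Compounds were screened at multiple concentrations against a preformed CBF-beta(His)/RUNX1(biotin) complex (30 nM of each) for 15 min at room temperature, followed by 90 min with nickel and streptavidin beads and AlphaScreen reading.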
IMPase Li inh: cell-permeable IMPase inhibitors with lithium potentiation; actives 0.35% (n = 210,000); Potency, µM (top dose mostly 59.4 µM), inactives show top-dose activity, negative = IMPase inhibition, most hits filed as inhibitors; CHO-M1 cells, IP1 TR-FRET (IP-One), carbachol + lithium;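 further: IP1 builds up when IMPase is blocked and the TR-FRET signal falls; potency means the concentration at half of the fitted maximal effect; plate controls were basal vehicle for no effect and high inhibitor control for full effect; nearly all actives have a fitted effect of over 50% in size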
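Test compounds were applied to CHO-M1 cells previously cultured for 16–30 h at 2000 per well. A small lithium amount accompanied them; after 30 min at 37C, IP1 was quantified by TR-FRET.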
HttQ103 aggreg: inhibitors of mutant huntingtin aggregate formation in PC12 cells; PC12 HttQ103-GFP aggregates, Acumen cytometry, 40 h; Potency, µM (series often up to 46.1 µM), for inactives: top-dose activity change, negative = inhibition, most hits filed as inhibitors; actives 1.1% (n = 220,000); AID 1688; further: potency means the concentration at half of the fitted maximal effect; on the % scale 0 is the no-effect control and ±100 the full control effect; nearly all actives have a fitted effect of over 60% in size
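Steps: seed 1500 PC12 HTTQ103-GFP cells/well; add tebufenozide, 100 nM final; add compound titration; add ATPLite reagent; quantify GFP aggregates by laser scanning cytometry.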
NPSR antag: blocks cAMP signaling of the human neuropeptide S receptor. Q6W5P4. CHO-NPSR cells, cAMP TR-FRET, antagonist mode. Potency, µM (highest dose often 38.3 µM), for the others: at the highest dose activity change, negative = inhibition, hits mostly inhibitors. actives 1% (n = 220,000). AID 1461; further: potency means the concentration at half of the fitted maximal effect; on the % scale 0 is the no-effect control and ±100 the full control effect; nearly all actives have a fitted effect of over 50% in size; many of its hits are not listed in these tables
Target sequence (Q6W5P4 whole entry, looked up): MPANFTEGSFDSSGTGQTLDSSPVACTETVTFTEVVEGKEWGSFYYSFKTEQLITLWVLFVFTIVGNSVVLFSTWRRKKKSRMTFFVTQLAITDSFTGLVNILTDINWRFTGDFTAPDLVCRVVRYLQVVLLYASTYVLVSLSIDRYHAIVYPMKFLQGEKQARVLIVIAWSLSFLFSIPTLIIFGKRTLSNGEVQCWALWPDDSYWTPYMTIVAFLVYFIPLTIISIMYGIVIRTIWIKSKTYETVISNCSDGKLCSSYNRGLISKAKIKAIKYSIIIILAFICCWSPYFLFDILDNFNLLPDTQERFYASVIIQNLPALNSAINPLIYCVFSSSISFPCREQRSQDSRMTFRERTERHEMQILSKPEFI
Epigenetic reg: epigenetic control regulation, reporter derepression. AID 1865. Potency, µM (doses to about 53.9 µM), for the others: at the top dose GFP activation, actives largely listed as activators. actives 0.2% (n = 280,000). murine LDR cells, GFP reporter derepression, 30 h; further: potency means the concentration at half of the fitted maximal effect; % of control where 0% means no effect; nearly all actives have a fitted effect of over 60% in size
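Reporter derepression read as number of fluorescent GFP-positive objects, 20-120 um in size, counted by laser-scanning cytometer. Mouse LDR line with an epigenetically silenced CMV-GFP locus; compound incubation 30 h, 37 C.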
LMNA splice mod: LMNA splicing modulation; Potency, µM (series often up to 46.1 µM), for inactives: at the highest dose ratio change, negative = inhibition, hits mostly inhibitors; HeLa LMNA splicing GFP/RFP minigene ratio, 48 h; actives 0.01% (n = 200,000); active means well fitted inhibition curve with a large enough effect in the signal ratio, with a control signal flat, not every such curve was filed as active; inconclusive means small, poorly fitted or top-dose-only effect, or effect the other way, or a change in a side signal; the % refers to the signal ratio; further: potency means the concentration at half of the fitted maximal effect; on the % scale 0 is the no-effect control and ±100 the full control effect
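S3 HeLa stable clones carrying a lamin A-EGFP splicing minigene plus DsRed2 were seeded at 600 cells/well in Opti-MEM with 2% FBS, pin-dosed and incubated 48 h at 37°C. Acumen cytometry (488 nm) gave the GFP/RFP total-intensity ratio.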
* marks the source's active call; other numbers are inactive results; ? = inconclusive; . = no result given; [ ] = remark or other dose. Unless noted, the call rests on the fitted dose curve; in most records, active means well fitted curve in the direction sought with a large enough effect; inconclusive means small, poorly fitted or top-dose-only effect, or another doubt; inactive means no such curve, though single readings can be large; an effect the other way counts as inactive or inconclusive. Only part of the results is shown (hit frequency here may not be typical).

SMILES	KinaseGlo FLuc	CBFb-RUNX1 inh	IMPase Li inh	HttQ103 aggreg	NPSR antag	Epigenetic reg	LMNA splice mod
CCCNC(=O)COC(=O)c1cc(-c2ccc(OC)cc2)nc2ccccc12	-2.4%	19.3%	-3.5%	27.0%	-19.4%	-3.4%	18.6%[46 µM]
COCCn1c(=NC(=O)c2cc(Cl)sc2Cl)sc2cc(S(N)(=O)=O)ccc21	-2.4%	4.4%	-15.0%	8.9%	?	1.5%	-14.4%
COc1ccc(CCNC(=O)Cn2c(=O)n(CCCC(=O)NCc3ccco3)c(=O)c3sccc32)cc1OC	1.3%	-3.2%	6.4%	1.2%	2.3%	-0.6%	.
Nc1nc(-c2cccnc2)nn1C(=O)c1ccc(F)cc1	2.6%	-16.1%	8.0%	-12.6%	-28.3%	0.5%	.
Cc1cc(C)nc(NS(=O)(=O)c2ccc(N3C(=O)c4ccccc4C3=O)cc2)n1	-5.5%	-3.1%	-3.9%	9.2%	9.0%	1.5%	-2.0%
O=C(N/N=C/c1ccc[nH]1)c1ccc([N+](=O)[O-])cc1	-2.0%	-1.5%	0.6%	-20.0%	1.4%	-0.9%	-9.5%
c1ccc2c(c1)ncn2Cc1nnc2sc(-c3ccncc3)nn12	0.7%	3.5%	-2.3%	-25.3%	-3.1%[46.1 µM]	-0.9%	-7.9%
O=C(/C=C/c1ccc(Cl)cc1)N1CCN(c2ncccn2)CC1	-0.4%	-0.4%	12.7%[38.3 µM]	10.5%	3.4%[46.1 µM]	0.0%	9.1%
C=CCc1ccc(OCCCCN2CC(C)OC(C)C2)c(OC)c1 (configuration not stated)	-2.1%	18.2%	43.2%[activator][38.3 µM]	8.6%	-3.1%[46.1 µM]	1.1%	1.7%
CC(=O)c1nc(N2C(=O)CC(Cc3ccccc3)C2=O)sc1C (configuration not stated)	1.9%	3.8%	?	25.2%	33.9%	-3.2%	-8.9%
O=C(O)C1CC(=O)N(c2ccc(OCc3ccccc3Cl)cc2)C1 (configuration not stated)	1.7%	2.9%	-8.7%[38.3 µM]	1.4%	-2.3%[46.1 µM]	0.0%	-11.7%
O=C(NNC(=S)NCC1CCCO1)c1cccc(S(=O)(=O)N2CCOCC2)c1 (configuration not stated)	2.8%	-4.3%	2.1%	25.4%	0.6%	-2.9%	.
CSc1nc(Oc2ccc(C)cc2)cc(C(F)(F)F)n1	-1.1%	0.7%	-0.6%[38.3 µM]	3.0%	-9.7%[46.1 µM]	-0.3%	12.3%
COc1ccc(C2=NNC(=O)CC2)cc1	-3.3%	0.6%	0.8%	2.7%	25.0%	-1.0%	-12.6%
c1ccc(OCCOc2ncnc3ccccc23)cc1	0.1%	-3.9%	7.8%[38.3 µM]	-15.7%	-18.9%[46.1 µM]	-1.3%	14.4%
O=C(CSc1ccc2nnc(-c3ccncc3)n2n1)Nc1nccs1	-0.9%	-4.0%	3.4%	-15.2%	14.3%	-3.1%	17.1%[9.22 µM]
CC(C)CNC(=O)COc1ccc2c3c(c(=O)oc2c1)CCC3	.	-1.8%	.	-10.7%	-6.9%[46.1 µM]	-1.9%	?
OCC1(Cc2ccccc2)CCN(Cc2cnc(-c3cccc4ccccc34)nc2)CC1	1.5%	0.4%	19.1%	0.3%[9.22 µM]	29.3%	-2.2%	.
CC1CN(C(=O)COC(=O)c2ccc(N)c([N+](=O)[O-])c2)CC(C)O1 (configuration not stated)	3.9%	-9.8%	4.2%	4.9%	13.9%	0.0%	-3.9%
CCCCOC(=O)c1ccc(NC(=S)NC(=O)c2c(Cl)cnn2C)cc1	-4.9%	2.6%	18.3%[38.3 µM]	-1.7%	-17.0%[46.1 µM]	3.2%	7.3%
COc1ccc(CCNC(=O)CSc2nnc(CNc3ccc(Cl)cc3)o2)cc1OC	2.5%	12.9%	10.7%	-24.4%	-11.7%[46.1 µM]	0.9%	-5.8%
O=C(c1ccccc1)c1cnc(Nc2ccccc2Cl)s1	-7.1%	11.4%	-15.7%[38.3 µM]	?	-22.8%[46.1 µM]	0.8%	-9.3%
Cc1ccc(CC2C(=O)N(c3ccc(C)cc3)C(=O)C2C)cc1 (configuration not stated)	2.5%	7.1%	-2.7%	11.3%	-8.7%	-0.9%	.
Cc1n[nH]c(=S)c2nn(-c3ccccc3F)c(C)c12	-4.7%	-0.7%	?	3.7%	-6.5%[46.1 µM]	0.7%	0.0%
CCN1CCN(c2cc(C)nc(-c3ccccc3O)n2)CC1	.	-0.9%	.	11.6%[9.22 µM]	2.5%[7.67 µM]	-0.3%	.

Just NPSR antag and Epigenetic reg, for some of the entries so far:
compound	NPSR antag	Epigenetic reg
CCN1CCN(c2cc(C)nc(-c3ccccc3O)n2)CC1	2.5%[7.67 µM]	-0.3%
OCC1(Cc2ccccc2)CCN(Cc2cnc(-c3cccc4ccccc34)nc2)CC1	29.3%	-2.2%

Three structures already listed, arranged by molar mass, ascending.
SMILES	KinaseGlo FLuc	CBFb-RUNX1 inh	IMPase Li inh	HttQ103 aggreg	NPSR antag	Epigenetic reg	LMNA splice mod
CSc1nc(Oc2ccc(C)cc2)cc(C(F)(F)F)n1	-1.1%	0.7%	-0.6%[38.3 µM]	3.0%	-9.7%[46.1 µM]	-0.3%	12.3%
CC(=O)c1nc(N2C(=O)CC(Cc3ccccc3)C2=O)sc1C (configuration not stated)	1.9%	3.8%	?	25.2%	33.9%	-3.2%	-8.9%
c1ccc2c(c1)ncn2Cc1nnc2sc(-c3ccncc3)nn12	0.7%	3.5%	-2.3%	-25.3%	-3.1%[46.1 µM]	-0.9%	-7.9%

More entries follow.
SMILES	KinaseGlo FLuc	CBFb-RUNX1 inh	IMPase Li inh	HttQ103 aggreg	NPSR antag	Epigenetic reg	LMNA splice mod
Cc1cc(C)nc(NC(=O)/C=C/c2ccccc2Cl)n1	-16.4%	10.5%	-12.4%	3.5%	-2.3%[46.1 µM]	-0.9%	-10.7%
O=C1CCC(C(=O)OCC(=O)c2ccccc2)N1 (configuration not stated)	-0.2%	6.0%	-2.7%	-5.4%	13.4%	-0.3%	.
C=CC(C)N1C(=O)S/C(=C\c2ccc(N3CCOCC3)cc2C)C1=O (configuration not stated)	1.3%	2.1%	13.8%	0.1%	-0.3%	8.9%	-11.8%
N#CC1=C(N)NC(SCc2ccc(F)cc2)=C(C#N)C12CCCCC2	-1.6%	-11.7%	10.8%[38.3 µM]	12.6µM*	-25.6%[46.1 µM]	-1.1%	-5.3%
Cc1noc(C)c1COC(=O)c1cccc(N(C)C)c1	-1.6%	-3.0%	19.9%	-8.3%	3.2%	-0.3%	?
COc1cc(/C=N/NC(=O)c2ccccc2O)ccc1OC(=O)CC1SC(=O)NC1=O (configuration not stated)	.	?	.	-1.6%[9.22 µM]	20.5%	-0.3%	.
COc1ccc(NC(=O)CCCCC#Cc2ccccc2)cc1	-1.0%	5.5%	4.0%	.	.	1.0%	.
CCC(=NC(CC)CO)C1=C(O)CC(C)(C)CC1=O (configuration not stated)	-6.9%	-1.4%	-12.1%[38.3 µM]	-3.0%	2.2%[7.67 µM]	-0.6%	2.3%
O=C(NCc1cccnc1)c1ccc2c(=O)n(CCCN3CCCC3=O)c(=S)[nH]c2c1	-1.8%	4.0%	-12.3%[38.3 µM]	9.1%	1.8%[46.1 µM]	-0.9%	-0.3%
CC(=O)Nc1ccc(-c2cc(-c3ccccc3)nc(-c3ccccc3)n2)cc1	-0.6%	8.1%	8.91µM*	-22.2%	?	0.0%	-13.4%
CC(O)c1c(-c2ccccc2)nn(C)c1Cl (configuration not stated)	-2.5%	-1.6%	2.2%	16.9%	1.6%	-3.5%	15.7%[46 µM]
O=C(OCc1nc2ccccc2c(=O)[nH]1)c1cccs1	1.1%	5.1%	-1.2%[38.3 µM]	6.4%	-17.8%[46.1 µM]	-1.6%	-3.6%
CC1(C)Oc2ccc3ccc(=O)oc3c2CC1O (configuration not stated)	-1.8%	.	-3.4%	.	.	-2.9%	-10.0%
CCCC(C)NC(=O)c1ccc2[nH]c3c(c2c1)CC(C)CC3 (configuration not stated)	.	3.4%	.	5.2%	-13.0%[46.1 µM]	-1.3%	?
O=C(O)C1CCCN(S(=O)(=O)c2ccc(Cl)s2)C1 (configuration not stated)	7.1%	3.4%	7.1%[38.3 µM]	-13.0%	-14.6%[46.1 µM]	-0.8%	-6.8%
CCN(C(=S)Nc1cc(S(=O)(=O)N2CCOCC2)ccc1Cl)c1cccc2ccccc12	0.1%	-1.5%	4.3%	?	5.2%	4.4%	?
O=C(/C=C/c1ccccc1)Nc1scc(-c2ccccc2)c1C(=O)O	-10.7%	4.9%	3.6%	-20.9%	-30.0%	0.8%	?
C=CCN1C(=S)N[C@@H]2CS(=O)(=O)C[C@@H]21	.	0.0%	.	-5.7%[9.22 µM]	-26.9%	-2.9%	.
O=C(NC(=O)N1CCN(c2ccccc2)CC1)c1ccc(Cl)cc1	2.4%	2.9%	-9.1%	-9.8%	-5.5%[46.1 µM]	-2.0%	-9.5%
CCC(=O)c1ccccc1OCCN1C(=O)NC(C)(C)C1=O	-5.6%	-2.3%	3.9%[38.3 µM]	6.4%	8.9%[46.1 µM]	2.6%	-6.4%
CCOC(=O)c1c(N2C(=O)C3CC(C)=C(C)CC3C2=O)sc(C)c1C (configuration not stated)	4.3%	0.7%	36.6%[38.3 µM]	0.9%	-25.2%[46.1 µM]	-1.0%	-20.0%
c1ccc2c(CSCCc3ccncc3)cccc2c1	-0.1%	-2.5%	3.3%[38.3 µM]	-3.2%	?	1.5%	10.5%
COc1ccc(N(C(C)C(=O)NN=C2CCCC2)S(C)(=O)=O)cc1 (configuration not stated)	.	1.0%	-7.5%	28.7%	4.7%	2.6%	.
CSc1nc(NC2CCCC2)c([N+](=O)[O-])c(NC2CCCC2)n1	-1.9%	8.4%	20.4%	.	.	-1.1%	.
COc1ccc(-c2csc(/N=C/N(C)C)n2)cc1OC	4.1%	-9.0%	1.0%	4.4%	13.5%	-1.4%	7.3%[46 µM]
CC(C)(C)c1ccc(NC(=O)CC2(C(F)(F)F)OCCO2)cc1	-6.2%	11.0%	-6.0%[38.3 µM]	-2.0%	-5.1%[46.1 µM]	-1.2%	0.4%
Cc1cc(NS(=O)(=O)c2ccc(NC(=O)CSc3nnc(-c4ccco4)n3C)cc2)nc(C)n1	-0.7%	0.7%	-1.1%	-22.0%	15.1%	-1.0%	?
Cc1cc(C)n(C2CC(=O)N(c3cccc(Cl)c3)C2=O)n1 (configuration not stated)	-1.0%	-2.1%	-6.0%	21.6%	23.0%	-2.5%	.

Records listed above shown as hits in IMPase Li inh:
SMILES,CBFb-RUNX1 inh,IMPase Li inh,NPSR antag,Epigenetic reg
CC(=O)Nc1ccc(-c2cc(-c3ccccc3)nc(-c3ccccc3)n2)cc1,8.1%,8.91µM*,?,0.0%
